Assay outcomes: PubChem BioAssay, Sanford-Burnham Center for Chemical Genomics
ATG4B inh: blocks human ATG4B protease cleavage of LC3 substrate; Q9Y4P1; ATG4B cleavage of LC3-PLA2, NBD-HPC fluorescence, 1 h; inhibition, % at 8.33 µM; hit rate 0.51% among 340,000; in the data active means inhibition above about 40%
SENP6 block: blocks the human protease SENP6. hit rate 1.8% among 330,000. inhibition, % at 10 µM. Recombinant SENP6 catalytic domain, aminoluciferin luminescence. Q9GZR1;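 active means inhibition above about 50% at the single tested dose, limit read from the data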;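 further: plate controls were DMSO wells with enzyme for no effect and DMSO wells lacking enzyme for full effect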
Target sequence (Q9GZR1 628-1112 limits assumed): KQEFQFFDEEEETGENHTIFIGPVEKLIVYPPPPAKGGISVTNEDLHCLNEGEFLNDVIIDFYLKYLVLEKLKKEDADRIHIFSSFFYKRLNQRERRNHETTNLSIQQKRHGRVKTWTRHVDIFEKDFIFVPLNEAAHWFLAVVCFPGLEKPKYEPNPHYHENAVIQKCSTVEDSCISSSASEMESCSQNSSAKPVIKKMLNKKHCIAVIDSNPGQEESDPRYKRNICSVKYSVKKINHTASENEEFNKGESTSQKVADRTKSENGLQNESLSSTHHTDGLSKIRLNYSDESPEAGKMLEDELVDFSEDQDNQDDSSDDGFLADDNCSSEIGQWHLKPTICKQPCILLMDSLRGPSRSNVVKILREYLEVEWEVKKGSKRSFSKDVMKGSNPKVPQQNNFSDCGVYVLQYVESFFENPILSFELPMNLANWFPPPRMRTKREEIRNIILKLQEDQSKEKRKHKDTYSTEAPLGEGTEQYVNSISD
SENP7 block: SENP7 protease inhibition. Q9BQF6. recombinant SENP7, Z-RLRGG-aminoluciferin luminescence, 40 min. inhibition, % at 5 µM. hit rate 1.5% among 330,000;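 active means inhibition above about 50% at the single test dose, limit read from the data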;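 further: plate controls were DMSO with enzyme for no effect and no enzyme buffer wells for full effect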
Target sequence (Q9BQF6 706-1050 limits assumed): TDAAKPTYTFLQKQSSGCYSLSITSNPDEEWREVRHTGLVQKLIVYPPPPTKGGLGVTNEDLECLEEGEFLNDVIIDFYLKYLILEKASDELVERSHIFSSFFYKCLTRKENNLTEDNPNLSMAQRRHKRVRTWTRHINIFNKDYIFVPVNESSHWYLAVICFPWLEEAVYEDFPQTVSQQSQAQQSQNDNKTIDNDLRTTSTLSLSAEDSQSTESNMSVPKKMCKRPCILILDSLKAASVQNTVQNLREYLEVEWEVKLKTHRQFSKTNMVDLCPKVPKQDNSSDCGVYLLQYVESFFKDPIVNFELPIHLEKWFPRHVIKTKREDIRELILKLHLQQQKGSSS
SENP8 inh: inhibitors of human SENP8 protease; recombinant SENP8, Nedd8 substrate fluorescence; AID 602440; inhibition, % at 20 µM; hit rate 0.64% among 360,000; in the data active means inhibition mostly above about 40%, no sharp cut-off; inactive means mostly below about 27%
Target sequence (Q96LD8 whole entry, looked up): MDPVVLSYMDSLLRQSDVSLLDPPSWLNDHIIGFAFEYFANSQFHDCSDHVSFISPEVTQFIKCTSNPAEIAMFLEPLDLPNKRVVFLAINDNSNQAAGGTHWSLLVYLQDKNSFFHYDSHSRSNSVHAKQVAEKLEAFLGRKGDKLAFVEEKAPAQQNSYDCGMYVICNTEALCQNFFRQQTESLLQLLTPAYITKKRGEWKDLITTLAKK
PfGluPho inh: PfG6PD (Plasmodium falciparum) enzyme inhibition. PfGluPho enzyme, NADPH resazurin-diaphorase fluorescence. inhibition, % at 20 µM. AID 504690. hit rate 0.78% among 350,000;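 active means inhibition reaching at least a set limit at 20 µM in the primary screen, cut at about 59% in these data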;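 further: 0% = DMSO wells with substrate and 100% = DMSO wells lacking glucose-6-phosphate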
NR3A LBD binder: modulators (binders) of human NR3A ligand-binding domain; NR3A LBD differential scanning fluorimetry, Tm shift; 0% = protein alone, 100% = glycine-bound protein; hit rate 2.5% among 340,000; Tm shift relative to glycine control, % at 25 µM;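 active means melting temperature shift of at least 10% of the positive control shift, at one fixed dose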
MPTP block: permeability transition pore inhibition; isolated mouse mitochondria, Ca2+ swelling absorbance, 30 min; inhibition, % at 10 µM; hit rate 1.4% among 360,000; AID 602449;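 active means inhibition of 50% or more, scaled per plate between neutral and stimulator controls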;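 further: 0% = DMSO wells given calcium and 100% = 1 mM EGTA wells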
HKDC1 inh: HKDC1 (human) hexokinase inhibition | Q2TB90 | recombinant HKDC1, G6PDH/diaphorase resazurin coupled fluorescence | inhibition, % at 20 µM | hit rate 0.16% among 340,000 | AID 493160;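 active means inhibition above about 35% when tested at 20 µM, limit read from the data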;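 further: plate controls were DMSO wells with enzyme for no effect and DMSO wells lacking enzyme for full effect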
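Material – in-house recombinant HK5 (HKDC1) enzyme · Quantity – HKDC1 at 5 µg/mL · Buffer or medium – pH 8.0 Tris buffer with 10 mM MgCl2 · Reagent – glucose with 1 mM ATP · Dosing – single 20 µM dose · Times – reaction time 90 min, room temperature, protected from light · Technique – resorufin fluorescence at 613 nm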
Active calls of the source: *.

The opening five entries, ahead of the listing:
For O=S(=O)(NC1CCCCC1N1CCN(c2ccccc2F)CC1)c1ccccc1 (stereo not drawn) the results were ATG4B inh 9, SENP6 block -11, SENP7 block 9, SENP8 inh 12, PfGluPho inh -2, NR3A LBD binder -2, MPTP block -0.3 and HKDC1 inh 4.
`Cc1cccc(NC(=O)C2(c3ccccc3)CCOCC2)c1` gave ATG4B inh -7, SENP6 block -17, SENP7 block -5, SENP8 inh 9, PfGluPho inh 0, NR3A LBD binder 0, MPTP block -1.2 and HKDC1 inh -6.
For CC(=O)N1C[C@H]2CON(C)[C@H]2C[C@H]1c1cccc(-c2ccccc2C)c1 the results were ATG4B inh 6, SENP8 inh 14, PfGluPho inh 0, NR3A LBD binder -3, MPTP block -1.3 and HKDC1 inh 0.
`O=C(COc1ccccc1)Nc1ccc(CN2CCCCC2)cc1` gave ATG4B inh 4, SENP6 block -14, SENP7 block -3, SENP8 inh 9, PfGluPho inh -16, NR3A LBD binder 1, MPTP block 0.0 and HKDC1 inh -4.
CCOC(=O)C(=O)Nc1cc(C)nn1-c1nc2ccccc2[nH]1 was read as ATG4B inh -1, SENP6 block 6, SENP7 block 11, SENP8 inh -9, PfGluPho inh -9, NR3A LBD binder -5, MPTP block -0.4 and HKDC1 inh -3.

Main list, from the start:
For O=S(=O)(NC1CCCCC1N1CCN(c2ccccc2F)CC1)c1ccccc1 (stereo not drawn) the results were ATG4B inh 9, SENP6 block -11, SENP7 block 9, SENP8 inh 12, PfGluPho inh -2, NR3A LBD binder -2, MPTP block -0.3 and HKDC1 inh 4.
`Cc1cccc(NC(=O)C2(c3ccccc3)CCOCC2)c1` gave ATG4B inh -7, SENP6 block -17, SENP7 block -5, SENP8 inh 9, PfGluPho inh 0, NR3A LBD binder 0, MPTP block -1.2 and HKDC1 inh -6.
For CC(=O)N1C[C@H]2CON(C)[C@H]2C[C@H]1c1cccc(-c2ccccc2C)c1 the results were ATG4B inh 6, SENP8 inh 14, PfGluPho inh 0, NR3A LBD binder -3, MPTP block -1.3 and HKDC1 inh 0.
`O=C(COc1ccccc1)Nc1ccc(CN2CCCCC2)cc1` gave ATG4B inh 4, SENP6 block -14, SENP7 block -3, SENP8 inh 9, PfGluPho inh -16, NR3A LBD binder 1, MPTP block 0.0 and HKDC1 inh -4.
CCOC(=O)C(=O)Nc1cc(C)nn1-c1nc2ccccc2[nH]1 was read as ATG4B inh -1, SENP6 block 6, SENP7 block 11, SENP8 inh -9, PfGluPho inh -9, NR3A LBD binder -5, MPTP block -0.4 and HKDC1 inh -3.
For COc1ccc(N=CC=C2OC(C)(C)C(C)(C)O2)cc1OC the results were ATG4B inh -9, SENP6 block 1, SENP7 block 1, SENP8 inh -57, PfGluPho inh 22, NR3A LBD binder 3, MPTP block 0.7 and HKDC1 inh 7.
Screening COc1ccc(NC(=O)CN(C)C(=O)CCc2ccccc2)cc1 returned ATG4B inh 5, SENP6 block -7, SENP7 block -2, SENP8 inh 6, PfGluPho inh -7, NR3A LBD binder 1, MPTP block 0.0 and HKDC1 inh -1.
For CC[n+]1oc(-c2ccccc2)cc1C the results were ATG4B inh -10, SENP6 block -11, SENP7 block -7, SENP8 inh -4, PfGluPho inh 13, NR3A LBD binder -1, MPTP block -0.7 and HKDC1 inh -13.
O=C(CCN1CCOCC1)N1CCc2c([nH]c3ccccc23)C1c1cccc(Cl)c1 (stereo not drawn) was read as ATG4B inh 17, SENP6 block 16, SENP7 block 7, SENP8 inh -7, PfGluPho inh 2, NR3A LBD binder -3, MPTP block -0.3 and HKDC1 inh 0.
COC(=O)c1[nH]c2cccc(OC)c2c1NC(=O)CN1CCOCC1 was read as ATG4B inh -4, SENP6 block 13, SENP7 block 7, SENP8 inh -492, PfGluPho inh 9, NR3A LBD binder -1, MPTP block -1.8 and HKDC1 inh -5.
Screening O=C(CSc1ccc([N+](=O)[O-])cn1)Nc1cc(C(F)(F)F)ccc1N1CCOCC1 returned ATG4B inh -5, SENP6 block -16, SENP7 block -6, SENP8 inh 14, PfGluPho inh 21, NR3A LBD binder -24, MPTP block -0.2 and HKDC1 inh -8.
Screening CC(C)(C)OC(=O)N1CCCC(C(=O)Nc2ccc(C(=O)N3CCCC3)cc2)C1 (stereo not drawn) returned ATG4B inh 2, SENP6 block -7, SENP7 block -14, SENP8 inh -5, PfGluPho inh -1, NR3A LBD binder -2, MPTP block 0.4 and HKDC1 inh -6.

The last two records of the section above come first, to join the parts:
Screening O=C(CSc1ccc([N+](=O)[O-])cn1)Nc1cc(C(F)(F)F)ccc1N1CCOCC1 returned ATG4B inh -5, SENP6 block -16, SENP7 block -6, SENP8 inh 14, PfGluPho inh 21, NR3A LBD binder -24, MPTP block -0.2 and HKDC1 inh -8.
Screening CC(C)(C)OC(=O)N1CCCC(C(=O)Nc2ccc(C(=O)N3CCCC3)cc2)C1 (stereo not drawn) returned ATG4B inh 2, SENP6 block -7, SENP7 block -14, SENP8 inh -5, PfGluPho inh -1, NR3A LBD binder -2, MPTP block 0.4 and HKDC1 inh -6.
For O=C(COC(=O)c1sc2cc(F)ccc2c1Cl)Nc1ncc(Cl)cc1Cl the results were ATG4B inh 3, SENP6 block -6, SENP7 block -3, SENP8 inh -17, PfGluPho inh -2, NR3A LBD binder -3, MPTP block -19 and HKDC1 inh -5.
O=C(c1noc2c1CCCC2)N1CCN(c2ccccc2)CC1 was read as ATG4B inh 8, SENP6 block 14, SENP7 block -3, SENP8 inh 16, PfGluPho inh -3, NR3A LBD binder 0, MPTP block -1.5 and HKDC1 inh -11.
`Cc1ccc(OCC(=O)N2CCC(Cc3ccccc3)CC2)c([N+](=O)[O-])n1` gave ATG4B inh -1, SENP6 block -26, SENP7 block -10, SENP8 inh 16, PfGluPho inh -12, NR3A LBD binder -1, MPTP block 0.3 and HKDC1 inh 3.
For CCOc1ccc(S(=O)(=O)Nc2ccccc2C(=O)NCC2CCCO2)cc1 (stereo not drawn) the results were ATG4B inh -2, SENP6 block 2, SENP7 block 5, SENP8 inh -136, PfGluPho inh -19, NR3A LBD binder 1, MPTP block 0.6 and HKDC1 inh -2.
Screening O=C(NC1CC2CCCC(C1)N2C(=O)Nc1ccc(Cl)c(C(F)(F)F)c1)C1CC1 (stereo not drawn) returned ATG4B inh -10, SENP6 block 25, SENP7 block 13, SENP8 inh 28, PfGluPho inh 0, NR3A LBD binder -2, MPTP block -0.2 and HKDC1 inh -1.
For COC(=O)Cn1c(Cc2ccccc2)nc2ccccc21 the results were ATG4B inh 4, SENP6 block -4, SENP7 block 4, SENP8 inh 10, PfGluPho inh 3, NR3A LBD binder -3, MPTP block -0.2 and HKDC1 inh -6.
`c1ccc(Cn2ncc3c(N4CCOCC4)ncnc32)cc1` gave ATG4B inh -6, SENP6 block -25, SENP7 block -9, SENP8 inh 9, PfGluPho inh -23, NR3A LBD binder -2, MPTP block 0.0 and HKDC1 inh -4.
COc1ccccc1CNC(=O)c1ccccc1N(C)S(C)(=O)=O was read as ATG4B inh 4, SENP6 block 0, SENP7 block -1, SENP8 inh 12, PfGluPho inh 7, NR3A LBD binder -2, MPTP block 0.2 and HKDC1 inh -7.
Screening CC(=O)N(/N=C/c1ccc(C)cc1)c1nc(CCl)cs1 returned ATG4B inh -12, SENP6 block -6, SENP7 block 6, SENP8 inh 6, PfGluPho inh 3, NR3A LBD binder -1, MPTP block -1.0 and HKDC1 inh -5.
`c1ccc(-n2cc(CN3CCC(N4CCOCC4)CC3)c(-c3ccc4c(c3)OCO4)n2)cc1` gave ATG4B inh 19, SENP6 block -20, SENP7 block 3, SENP8 inh -29, PfGluPho inh -1, NR3A LBD binder -1, MPTP block -0.9 and HKDC1 inh -4.
For COC1CCN(C(=O)CC2C(=O)NCCN2CC2CCCCC2)CC1 (stereo not drawn) the results were ATG4B inh -5, SENP6 block -6, SENP7 block -8, SENP8 inh -181, PfGluPho inh 6, NR3A LBD binder -1, MPTP block 0.9 and HKDC1 inh -11.
For COc1ccc(NC(=O)CN(C)CC(=O)Nc2cccc(C(F)(F)F)c2)cc1 the results were ATG4B inh -10, SENP6 block -4, SENP7 block 5, SENP8 inh 21, PfGluPho inh 19, NR3A LBD binder 0, MPTP block -1.8 and HKDC1 inh -2.
Screening CC(C)OCc1c(C(=O)OC/C(O)=C(\C#N)c2nc3ccccc3[nH]2)oc2ccccc12 returned ATG4B inh -5, SENP6 block -8, SENP7 block 3, SENP8 inh -30, PfGluPho inh -14, NR3A LBD binder -1, MPTP block 1.3 and HKDC1 inh -8.
For CC1CCN(CCC(=O)NN)CC1 the results were ATG4B inh 1, SENP6 block -13, SENP7 block 8, SENP8 inh 8, PfGluPho inh -10, NR3A LBD binder 1, MPTP block -1.0 and HKDC1 inh -9.
For CCn1c(SCC(=O)NCc2ccc(F)cc2)nc2c(c1=O)SC(C)C2 (stereo not drawn) the results were ATG4B inh -9, SENP6 block 2, SENP7 block 4, SENP8 inh 12, PfGluPho inh 31, NR3A LBD binder 0, MPTP block -2.9 and HKDC1 inh -4.
For O=c1c2cn[nH]c2nc(SCc2c(F)cccc2F)n1-c1ccc(Cl)cc1 the results were ATG4B inh 5, SENP6 block -8, SENP7 block -1, SENP8 inh 8, PfGluPho inh -20, NR3A LBD binder -6, MPTP block 2.1 and HKDC1 inh 13.
For CC(OC(=O)/C=C/c1ccccc1)C(=O)NC1CCCCC1C (stereo not drawn) the results were ATG4B inh -1, SENP6 block -14, SENP7 block -10, SENP8 inh 13, PfGluPho inh -20, NR3A LBD binder 1, MPTP block -1.4 and HKDC1 inh 0.
Screening S=c1[nH]nc(C2CCCCC2)n1/N=C/c1ccc(Br)s1 returned ATG4B inh 4, SENP6 block -13, SENP7 block -9, SENP8 inh 14, PfGluPho inh -6, NR3A LBD binder -7, MPTP block 11 and HKDC1 inh -1.
CCCCOC(=O)/C(=C\c1ccc([N+](=O)[O-])o1)NC(=O)c1ccccc1 was read as ATG4B inh 6, SENP6 block -1, SENP7 block 4, SENP8 inh 35, PfGluPho inh -13, NR3A LBD binder -3, MPTP block 1.0 and HKDC1 inh -2.
`Cc1ccc(S(=O)(=O)NCCn2nc(C)nc2C)cc1` gave ATG4B inh -1, SENP6 block -16, SENP7 block 7, SENP8 inh -4, PfGluPho inh 19, NR3A LBD binder -1, MPTP block -0.3 and HKDC1 inh -4.
Screening O=C(O)c1ccc(Nc2nc(-c3ccccc3)c3ccccc3n2)cc1 returned ATG4B inh -4, SENP6 block -8, SENP7 block 0, SENP8 inh -28, PfGluPho inh -20, NR3A LBD binder -3, MPTP block -1.4 and HKDC1 inh -1.
COc1ccccc1NC(=O)C1=C(C)Nc2ncnn2C1c1ccccc1C (stereo not drawn) was read as ATG4B inh -5, SENP6 block -6, SENP7 block -1, SENP8 inh -65, PfGluPho inh 7, NR3A LBD binder 0, MPTP block -1.3 and HKDC1 inh 1.
Screening Cc1ccc(/C=N/c2sc3c(c2C(N)=O)CCCC3)o1 returned ATG4B inh 2, SENP6 block 21, SENP7 block 6, SENP8 inh 10, PfGluPho inh 41, NR3A LBD binder -2, MPTP block -1.7 and HKDC1 inh -3.
O=c1[nH]c2ccccc2cc1CN(Cc1cccnc1)S(=O)(=O)c1ccc(Cl)cc1 was read as ATG4B inh -9, SENP6 block -10, SENP7 block 12, SENP8 inh -99, PfGluPho inh 20, NR3A LBD binder -3, MPTP block -1.1 and HKDC1 inh 9.
CC1(c2cccc(Br)c2)NC(=O)NC1=O (stereo not drawn) was read as ATG4B inh 0, SENP6 block -15, SENP7 block -3, SENP8 inh 1, PfGluPho inh 5, NR3A LBD binder -1, MPTP block -1.3 and HKDC1 inh 5.
`C=CC[C@@H](CC(=O)N[C@H](CO)Cc1ccccc1)C(=O)N[C@@H](COC(=O)[C@@H](CC=C)CC(=O)OC(C)(C)C)Cc1ccccc1` gave ATG4B inh -2, SENP6 block 19, SENP7 block -1, SENP8 inh 13, PfGluPho inh 13, NR3A LBD binder -4, MPTP block -0.2 and HKDC1 inh -1.

This is a random part of the collection; any-hit rate near 6.9%.
